12-LOX inh: Primary qHTS assay for inhibitors of human arachidonate 12S-lipoxygenase (ALOX12): Round 2; Potency, µM (series often up to 108 µM), without a hit: at the highest dose activity change, negative = inhibition, most hits filed as inhibitors; AID 1671190, 2021; 580,000 compounds, 1.1% hits; purified 12hLO, xylenol orange hydroperoxide absorbance; Polyunsaturated fatty acid lipoxygenase ALOX12 (Homo sapiens), P18054; active means well fitted inhibition curve with a large enough effect; inconclusive means small, poorly fitted or top-dose-only effect, or another doubt; inactive means no such curve, though single readings can be large or run the other way
Target sequence (P18054 whole entry, looked up): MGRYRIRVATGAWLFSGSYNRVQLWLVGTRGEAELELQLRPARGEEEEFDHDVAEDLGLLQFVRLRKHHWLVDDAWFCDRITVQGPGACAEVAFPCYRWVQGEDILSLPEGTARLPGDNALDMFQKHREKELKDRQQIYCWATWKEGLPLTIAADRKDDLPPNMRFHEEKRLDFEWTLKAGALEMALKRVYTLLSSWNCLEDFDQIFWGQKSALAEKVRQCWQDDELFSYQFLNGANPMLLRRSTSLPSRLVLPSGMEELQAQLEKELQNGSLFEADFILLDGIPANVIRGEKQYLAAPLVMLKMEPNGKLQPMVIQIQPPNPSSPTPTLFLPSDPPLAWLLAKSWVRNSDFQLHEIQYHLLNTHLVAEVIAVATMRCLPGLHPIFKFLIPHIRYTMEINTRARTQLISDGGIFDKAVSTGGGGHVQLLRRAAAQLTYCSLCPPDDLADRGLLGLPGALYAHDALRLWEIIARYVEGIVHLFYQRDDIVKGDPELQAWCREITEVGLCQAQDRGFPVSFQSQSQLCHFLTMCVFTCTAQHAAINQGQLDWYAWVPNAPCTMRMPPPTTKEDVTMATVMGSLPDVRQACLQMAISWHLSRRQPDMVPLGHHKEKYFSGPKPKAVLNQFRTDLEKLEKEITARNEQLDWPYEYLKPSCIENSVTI
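Purified human 12hLO (150 nM final) in 25 mM Hepes, 0.01% Triton X-100, pH 7.0 was preincubated 15 min at room temperature with compound. Then 40 uM arachidonic acid was added, 30 min. Hydroperoxide was read by Fe-XO absorbance ratio 573/405 nm.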
An asterisk follows results filed as active; ? = inconclusive; [ ] = dose if it differs, or a comment. On the % scale 0 is the no-effect control and ±100 the full control effect; potency means the concentration at half of the fitted maximal effect. Some of the compounds tested; the hit share may differ from the screen's.

SMILES	12-LOX inh
O=C(c1cc(-c2ccccc2)n[nH]1)N1CC2CC(C1)[C@H]1CCCC(=O)N1C2 (stereo partly drawn)	24%
O=C(c1cccnc1)N1CCC2(CC1)OCCN(Cc1ccccc1)C2=O	11%[176 µM]
Cn1cc(-c2ccccc2)cc1C(=O)NCc1ccc(N2CCOCC2)cc1	16%
CN(C(=O)CCc1cccs1)C1CCCCC1	-25%
Cc1nc(CN2C(=O)OC3(CCN(Cc4ccccc4F)CC3)C2(C)c2ccccc2)cs1 (stereo not drawn)	?
Cc1ccc2c(CC(=O)Nc3c(C)cccc3C)coc2c1	-1%
CCCC12CN(C(C)=O)CC(C)(CN(C(C)=O)C1)C2=O	13%
Cc1ccc(-c2cnc([C@@H]3COCCN3C)[nH]2)cc1	10%[176 µM]
CCOC(=O)C1=CCN(S(=O)(=O)c2ccc(Cl)cc2)C1c1ccc(Cl)c(Cl)c1 (stereo not drawn)	-21%
CCc1nncn1C1CCN(S(=O)(=O)c2cccs2)C1 (stereo not drawn)	38%[activator]
Cn1c(SCC(=O)Nc2ccc(F)cc2)nc2cc(-c3ccccc3)sc2c1=O	4%
O=C(/C=C/c1ccccc1[N+](=O)[O-])OCC(=O)c1ccccc1F	-52%
CC(NC(=O)CSc1nnc2n1CCCCC2)c1ccc2c(c1)CCCC2 (stereo not drawn)	-19%
CC1(C)Cc2c(C#N)c(Nc3ccccc3)n3c(SCC(=O)Nc4ccccc4)nnc3c2CO1	21%
Cc1ccsc1C(=O)N1CCC(c2nc(C3CCOCC3)no2)C1 (stereo not drawn)	42%[activator]
Cc1noc(C)c1C(=O)N1CCC2(CCCN(C(c3ccccc3)c3ccccc3)C2)CC1	12%[57.4 µM]
C[C@@H]1C(=O)O[C@H]2[C@H]1CC[C@@]1(C)Cc3sc(NC(=O)NC4CCCCC4)nc3[C@@H](C)[C@H]21	7%[176 µM]
CC(C)C[C@@H](NC(=O)C1=C[C@@H](NC(=O)c2cccnc2)[C@@H](O)[C@H](O)C1)C(N)=O	?
CN1CCN(S(=O)(=O)c2ccc3c(c2)CCN3)CC1	19%
Cc1[nH]c2ccccc2c1SCCNC(=O)c1ccc2ccccc2c1	?
Cc1nc(-c2c(Cl)cccc2Cl)sc1C(=O)N[C@H](C(=O)O)C(C)C	-29%
CC(C)c1cccc(NC(=O)CCn2ccn3nc4c(c3c2=O)CCCC4)c1	19%
COC(=O)CCNC(=O)C1c2ccccc2C(=O)N(c2ccccc2)C12CCCCC2 (stereo not drawn)	18%
O=C1NC2(Cc3ccccc31)CN(Cc1ccc(F)cc1)C2	4%[12.5 µM]
COc1ccccc1-c1onc(C)c1C(=O)NCCc1ccc(F)cc1	18%
CN(C)c1ccc(Nc2nc3ccccc3nc2NS(=O)(=O)c2cccs2)cc1	?
CC(C)(C)NC(=O)N1CCCCCCNC(=O)[C@@H]2C[C@@H](C(=O)NCCc3cnc[nH]3)C[C@@H]21	40%[activator]
CCn1ccc(C(=O)N2CCC(Cc3nncn3CC3CC3)CC2)n1	24%
O=C(OCC(=O)c1ccc[nH]1)c1cccc(S(=O)(=O)Nc2ccc(F)cc2)c1	?
COc1ccc(-c2cc(-c3ccccc3)nc3c(C)noc23)cc1OC	-16%[176 µM]
N#Cc1cccc(C(=O)C(=O)N2CCC(Cc3ccccc3)CC2)c1	-5%
O=C(CSCc1ccccc1Br)Nc1cccc(F)c1	-1%
Cc1cc(NC(=O)NCC(c2cccs2)N2CCOCC2)no1 (stereo not drawn)	29%
CCCCOC(=O)c1ccc(NC(=O)CCc2ncc(-c3ccccc3)o2)cc1	57%
Cc1nn(-c2ccc(C(C)(C)C)cc2)c(C)c1[C@@H]1C=C[C@@H](NC(=O)c2ccco2)C1	-9%[176 µM]
COc1cccc(CCC(=O)N2CCCCCC2CN2CCC(OC)CC2)c1 (stereo not drawn)	1%
CCN(CCC(F)(F)F)C(=O)c1ccc2ccccc2n1	4%
COc1ccc(NC(=O)N[C@H]2CO[C@H]3[C@@H]2OC[C@H]3OC(=O)Nc2cccc(C(C)=O)c2)cc1	?
O=C(NCc1cccnc1)C1CCC(=O)N1C1CCN(C(=O)Cc2ccccc2F)CC1 (stereo not drawn)	51%[activator]
Cc1nc2cc(NC(C)C(=O)Nc3ccc(Cl)cc3Cl)ccc2o1 (stereo not drawn)	?
Cc1cc(=O)n(CC(=O)Nc2ccc(F)cc2)c(N2CCc3ccccc3C2)n1	?
CCOc1ccccc1C(=O)Nc1nnc(C2CC2)s1	10%
CCOc1ccc(NC(=O)Cn2c(C)cc3nc4n(c(=O)c32)CCC4)cc1	-1%
C[C@@H]1ON(C)[C@H]2C[C@H]3c4[nH]c5c(-c6cccc(Cl)c6)cccc5c4CCN3C(=O)[C@@H]12	-27%
CN(C)C(C(=O)N1CCSCC1)c1ccc(F)cc1 (stereo not drawn)	37%
O=C(c1cccnc1)C1CCCN(Cc2ccc3c(c2)CN(C(=O)c2cn4ccccc4n2)CCO3)C1 (stereo not drawn)	-5%
CCc1nc(-c2c3n(c(=O)n(CC(=O)NC4CCCCC4)c2=O)CCCC3)no1	28%
Cc1c(F)cccc1NC(=O)C12CC3CC(CC(C3)C1)C2	3%
Cc1cc(C)cc(NC(=O)C(c2ccccc2)n2cnc3c2c(=O)n(C)c(=O)n3C)c1 (stereo not drawn)	-25%
COCC1CN(C)CC12CCN(Cc1ccsc1)CC2 (stereo not drawn)	57%[activator]
Cc1cc(C)c(/C=N/NC(=O)C2CC23CCC3)c(C)c1 (stereo not drawn)	-31%
COc1ccccc1CNC[C@H]1O[C@@H]2C[C@@H](CC(=O)NCc3nccn3C)O[C@@H]2[C@@H]1O	-1%[176 µM]
CSc1nc(Cl)cc(Sc2ccc(C)cc2)n1	?
Cc1cc2oc(=O)cc(CN3CCCCCC3)c2cc1Cl	?
Cc1ncoc1C(=O)N1CCC(N2CCCC(C(=O)N3CCCC3)C2)CC1 (stereo not drawn)	34%[activator]
CNC(=O)c1cc(-c2ccccc2C)cc2c1OCCN2Cc1cccnc1	49%[activator][176 µM]
O=C(COc1ccc(F)cc1Cl)NCCc1nnc2ccccn12	39%[activator]
Cc1[nH]c2ccccc2c1CC(=O)Nc1ccc(N(C)c2cccnc2)c(-c2cccc(Cl)c2)c1	-21%
CC1CN(CC(=O)NCC2(N3CCOCC3)CCCC2)Cc2cc(Cl)ccc2O1 (stereo not drawn)	0%
CC(C)NC(=O)NC[C@H]1O[C@H](Cc2cc(COc3ccccc3)on2)CC[C@@H]1O	5%[176 µM]

Reprinted from the listing, 4 compounds:
SMILES	12-LOX inh
O=C(c1cc(-c2ccccc2)n[nH]1)N1CC2CC(C1)[C@H]1CCCC(=O)N1C2 (stereo partly drawn)	24%
O=C(c1cccnc1)N1CCC2(CC1)OCCN(Cc1ccccc1)C2=O	11%[176 µM]
Cn1cc(-c2ccccc2)cc1C(=O)NCc1ccc(N2CCOCC2)cc1	16%
CN(C(=O)CCc1cccs1)C1CCCCC1	-25%

Returning to the listing with the 5 entries that preceded the break.
SMILES	12-LOX inh
CNC(=O)c1cc(-c2ccccc2C)cc2c1OCCN2Cc1cccnc1	49%[activator][176 µM]
O=C(COc1ccc(F)cc1Cl)NCCc1nnc2ccccn12	39%[activator]
Cc1[nH]c2ccccc2c1CC(=O)Nc1ccc(N(C)c2cccnc2)c(-c2cccc(Cl)c2)c1	-21%
CC1CN(CC(=O)NCC2(N3CCOCC3)CCCC2)Cc2cc(Cl)ccc2O1 (stereo not drawn)	0%
CC(C)NC(=O)NC[C@H]1O[C@H](Cc2cc(COc3ccccc3)on2)CC[C@@H]1O	5%[176 µM]
COc1cccc(CNC(=O)[C@@H]2C[C@@H](O)CN2C2CCN(C(=O)c3ccc(C)c(F)c3)CC2)c1	17%
Cc1noc(C)c1-c1cc2cc(CN(C)C)oc2c(NC(C)C)n1	7%[176 µM]
Cc1ccc(C(C)C)c(OCC(=O)Nc2ccc(N3CCN(C(=O)c4ccco4)CC3)cc2)c1	-29%
O=C(c1ccco1)N1CCCC(c2nn[nH]n2)C1 (stereo not drawn)	44%[activator]
CC(=O)N(c1nc(C)c(C(=O)Nc2ccc3cc[nH]c3c2)s1)C1CC1	59%[activator]
COc1ccc(-c2c(NC(=O)C(C)C)oc3ccccc3c2=O)cc1	1%
COc1cccc(SC(C)C(=O)NC(C)(C)C)c1 (stereo not drawn)	53%
Cc1ccccc1C(=O)N1C[C@@H](F)C[C@H]1C(=O)N1CCOCC1	40%
NC(=O)[C@@H](Cc1c[nH]c2ccccc12)NC(=O)[C@@H]1CN(S(=O)(=O)c2ccccc2)CCN1C(=O)C1CCNCC1	-22%
O=S(=O)(NCC1(COc2ccc(C(F)(F)F)cn2)C[C@@H](O)[C@@H](O)C1)c1ccc(Cl)cc1 (stereo partly drawn)	?
COc1ccc(Cl)cc1NC(=O)Cn1c(-c2ccc(F)cc2)nc(C)c(CCO)c1=O	-2%
CCc1ccc(C(=O)COC(=O)/C=C/C(=O)OCC(=O)c2ccc(CC)cc2)cc1	?
Cc1cc(C)cc(C(=O)Nc2ccc(-c3nc4ccccc4s3)cc2C)c1	5%
Cn1cnc(C(=O)N2CCC(Cc3ccc(C(=O)N4CCOCC4)cc3)CC2)c1	-2%
CCCCN(Cc1cc2cc(C)ccc2[nH]c1=O)C(=O)c1ccc(OC)c(OC)c1	1%
CCOc1nc2ccccc2nc1N1CCC(C(=O)Nc2ccc(Cl)cc2)CC1	1%
CC(C)CCN1CC2(C1)NC(=O)c1ccccc1O2	0%[176 µM]
CCCNC(=O)NC[C@@H]1C=C(C)[C@H](Cc2nc3ccccc3[nH]2)C[C@H]1C(C)C	?
COc1ccc(-c2cc(N3CCC(NC(=O)c4cc(C)ccc4C)CC3)n[nH]2)cc1	23%
CCc1csc(CNC(=O)C(CC)n2cc(C(C)=O)c3ccccc32)n1 (stereo not drawn)	2%

In the list so far, these contain a CF3 group:
SMILES	12-LOX inh
CCN(CCC(F)(F)F)C(=O)c1ccc2ccccc2n1	4%
O=S(=O)(NCC1(COc2ccc(C(F)(F)F)cn2)C[C@@H](O)[C@@H](O)C1)c1ccc(Cl)cc1 (stereo partly drawn)	?

The listing continues:
SMILES	12-LOX inh
COc1cc(O)ccc1CN1CCCC2(Cc3ccccc3CNC2=O)C1 (stereo not drawn)	9%[6.33 µM]
CCOc1ccccc1NC(=O)Cn1c(-c2ccc(F)cc2)nc(C)c(CCO)c1=O	13%
O=C(Cc1ccc(N(Cc2ccccc2)C(=O)c2ccco2)cc1)NCc1ccc(F)cc1	-1%
CN(C)c1nc(OC(C(F)(F)F)C(F)(F)F)nc(N2CCOCC2)n1	7%
CN(Cc1cccc(C(F)(F)F)c1)C(=O)C1CCCC1	37%[activator][176 µM]
Cn1c(=O)c2ccnn2c2ccc(C(=O)NCC3CCN(Cc4cccc(F)c4)CC3)cc21	-6%
Cc1cccc(COC(=O)Cn2c(=O)c3c(ncn3CC(C)C)n(Cc3ccccc3)c2=O)c1	6%
O=C1COc2ccc(-c3ccncc3)nc2CN1CCOc1ccccc1	13%[176 µM]
COCCNC(=O)NCCc1noc(C)n1	?
COc1ccc(CNC(=O)CSc2nc(-c3ccc4c(c3)OCO4)ccc2C#N)cc1OC	?
O=C1Nc2ccccc2CN(CC2CCCCC2)C12CCNC2 (stereo not drawn)	2%[6.33 µM]
CCN(CCNC(=O)C1Cn2cccc2C(=O)N1C)Cc1ccccc1 (stereo not drawn)	29%
Cc1cc(=O)n(CC(=O)N2CCN(c3ccc(F)cc3)CC2)c(N2CCc3ccccc3C2)n1	8%
Cc1cccc(Nc2nnc(SC(C)C#N)s2)c1C (stereo not drawn)	-1%
CC(=O)OCC(=O)N1CCN(C(=O)C(=O)c2cccc(C(F)(F)F)c2)CC1	-3%
O=C(O)CCC(=O)N1Cc2ccccc2CC2(CCCCN2Cc2ccncc2)C1 (stereo not drawn)	-1%[6.33 µM]
COc1ccc(C(=O)N2CCC(c3n[nH]c(=O)n3-c3ccccc3)CC2)cc1	1%
CCn1c(Cn2nnc(-c3ccccc3C)n2)nc2cc(S(=O)(=O)N3CCOCC3)ccc21	?
COC(=O)[C@H]1CN(C(=O)c2cccnc2)CCN1C(=O)N1CCOCC1	?
CCC1=C(C(=O)OC)C(c2cccc(OC)c2)N2C(CC(=O)NCC3CCCO3)=CSC2=N1 (stereo not drawn)	48%[activator]

An excerpt from above in order of heavy-atom count, falling.
SMILES	12-LOX inh
CCn1c(Cn2nnc(-c3ccccc3C)n2)nc2cc(S(=O)(=O)N3CCOCC3)ccc21	?
O=C(O)CCC(=O)N1Cc2ccccc2CC2(CCCCN2Cc2ccncc2)C1 (stereo not drawn)	-1%[6.33 µM]
O=C1Nc2ccccc2CN(CC2CCCCC2)C12CCNC2 (stereo not drawn)	2%[6.33 µM]

(more compounds)
SMILES	12-LOX inh
CC(C)(C)c1ccc(C(=O)NCC(=O)OCc2ncc(-c3ccccc3)o2)cc1	?
CC(C)(C)CC(=O)Nc1nc2c(s1)C[C@@H]1[C@](C)(CO)[C@H](O)CC[C@@]1(C)[C@@H]2CC(=O)N1CCC(C(N)=O)CC1	3%
Cn1c(=O)c2c(nc(SCCCc3ccccc3)n2Cc2ccccc2)n(C)c1=O	?
Cc1noc(C)c1C(=O)N1CCC2(CC1)CC(N[S+](C)(=O)[O-])c1ccccc12 (stereo not drawn)	2%[6.33 µM]
CCCN(CC1CCOC1)S(=O)(=O)c1ccc(C(C)C)cc1 (stereo not drawn)	-8%
Cc1nnc2n1CCC(NC(=O)Cc1c[nH]c3ccccc13)CC2 (stereo not drawn)	88%[activator]
O=C(c1cccnc1)N1CCC(N2C(=O)C(OCC3CC3)C23CCCCC3)CC1 (stereo not drawn)	10%
CNC(=O)C1CCN(C(=O)N2CC3CC(C2)[C@H]2CCCC(=O)N2C3)CC1 (stereo partly drawn)	51%[activator]
CN(C)c1nccnc1OC1CCN(C(=O)NCCc2ccccc2)C1 (stereo not drawn)	24%
